CHO-K1 Ca antag = counter-screen for M1 antagonists: effect in parental CHO-K1 cells. inhibition, % at 3 µM. ATP-induced calcium, Fluo-8 fluorescence. 0.6% of 360,000 active;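 active = inhibition above a per-plate cutoff, the plate's mean sample inhibition plus 3 SD, cut at about 24% in these data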;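 also: 0% = DMSO plus EC80 ATP and 100% = DMSO alone without ATP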
OXTR potentiator = human OXTR potentiators, primary screen, fluorescence, CHO-OTR cells, Fluo-8 calcium; Oxytocin receptor (Homo sapiens), P30559; Fluo-8 calcium fluorescence, potentiator mode; 0% = oxytocin EC15, 100% = EC100; activation, % at 3 µM; 0.061% of 320,000 active; AID 2445, 2010;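 active = activation above that plate's cutoff, the mean activation of tested compounds plus 3 SD, cut at about 6.6% in these data, passing the limit was not always enough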;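 also: 100% uses oxytocin at 75 nM as the full agonist control; some results filed as inactive read as strong as hits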
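Replication – single well per compound, singlicate · Assay system – CHO cell line stably expressing human OTR · Timing – 6 min pre-incubation, 100 s read · Measure – normalized max/min fluorescence ratio, % activation · Doses – 3.0 µM, one dose · Detection – Fluo-8 calcium dye fluorescence · Probe or stimulus – oxytocin near EC15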
CHO-K1 Ca PAM = nonselective calcium activators in parental CHO-K1 cells, primary screen, counter-screen for M1 PAM project, cell-based, Fluo-8 calcium fluorescence, full deck, 1536-well | ATP EC20; 0% at ATP EC20, 100% at ATP max | activation, % at 3 µM | 0.02% of 360,000 active | AID 602247, 2012;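 active = activation above the run cutoff, the mean activation of all test compounds plus 3 SD, cut at about 40% in these data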;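 also: peak over basal fluorescence ratio in a 140 s read after ATP addition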
OXTR agonist = human OXTR agonists, primary screen, fluorescence, CHO-OTR cells, Fluo-8 calcium | AID 2435, 2010 | 0.32% of 320,000 active | activation, % at 3 µM | Fluo-8 calcium fluorescence; normalized: DMSO 0%, oxytocin 100%;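 active = activation above the mean of all tested compounds plus 3 SD, cutoff set per screening run, cut at about 20% in these data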;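 also: peak over basal fluorescence ratio from a 100 s FLIPR kinetic read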
TAAR1 antagonist = human TAAR1 antagonists, primary screen, Fluo-8 calcium fluorescence, CHO RD-HGA16 cells; Trace amine-associated receptor 1 (Homo sapiens), Q96RJ0; antagonist; inhibition, % at 3 µM; 1.5% of 360,000 active; AID 624466, 2012;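 active = inhibition above a per-plate cutoff, the mean inhibition of test compounds on that plate plus 3 SD, cut at about 49% in these data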;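 also: 0% = DMSO plus EC80 beta-PEA response and 100% = DMSO alone without agonist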
Target sequence (Q96RJ0 whole entry, looked up): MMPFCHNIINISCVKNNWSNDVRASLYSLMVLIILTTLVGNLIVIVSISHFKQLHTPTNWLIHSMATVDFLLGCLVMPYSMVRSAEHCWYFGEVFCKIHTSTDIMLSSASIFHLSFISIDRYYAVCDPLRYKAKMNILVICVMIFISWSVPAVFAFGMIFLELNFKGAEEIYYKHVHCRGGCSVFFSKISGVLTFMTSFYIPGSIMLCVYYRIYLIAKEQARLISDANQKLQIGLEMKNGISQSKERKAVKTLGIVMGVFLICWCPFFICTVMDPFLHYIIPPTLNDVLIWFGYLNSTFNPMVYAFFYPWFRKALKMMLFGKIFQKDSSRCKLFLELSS
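Test system: CHO RD-HGA16 cells bearing hTAAR1 | Reagent: β-PEA, EC80 | Compound dosing: 3 µM, single point | Schedule: Dye loading 75 min at 37 °C, then 30 min room temperature | Signal: Calcium fluorescence with Fluo-8 | Evaluation: Percent inhibition of PEA-evoked calcium signal, max/basal emission ratio | Control set: DMSO-only wells and EC80 β-PEA-stimulated wells | Repeats: Singlicate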
CHO-K1 Ca ag = counter-screen for M1 agonists: effect in parental CHO-K1 cells. Fluo-8 calcium fluorescence; scaled to maximal ATP response, vehicle zero. activation, % at 3 µM. 0.48% of 360,000 active. AID 602248, 2012; in the data active = activation above about 15%;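 also: untransfected CHO-K1 host cells lacking M1 receptor as counterscreen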
V1R ag counter = agonists of human V1a receptor, primary screen, counter-screen for OXTR agonist project, fluorescence, CHO-V1R cells. Vasopressin V1a receptor (Homo sapiens), P37288. Fluo-8 calcium fluorescence, agonist mode; 0% DMSO, 100% 3 nM vasopressin. activation, % at 3 µM. 0.25% of 320,000 active;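 active = activation above the mean activation of all tested compounds plus 3 SD, per screening run, cut at about 20% in these data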;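 also: signal is peak over basal fluorescence ratio across a 100 second FLIPR read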
Target sequence (P37288 whole entry, looked up): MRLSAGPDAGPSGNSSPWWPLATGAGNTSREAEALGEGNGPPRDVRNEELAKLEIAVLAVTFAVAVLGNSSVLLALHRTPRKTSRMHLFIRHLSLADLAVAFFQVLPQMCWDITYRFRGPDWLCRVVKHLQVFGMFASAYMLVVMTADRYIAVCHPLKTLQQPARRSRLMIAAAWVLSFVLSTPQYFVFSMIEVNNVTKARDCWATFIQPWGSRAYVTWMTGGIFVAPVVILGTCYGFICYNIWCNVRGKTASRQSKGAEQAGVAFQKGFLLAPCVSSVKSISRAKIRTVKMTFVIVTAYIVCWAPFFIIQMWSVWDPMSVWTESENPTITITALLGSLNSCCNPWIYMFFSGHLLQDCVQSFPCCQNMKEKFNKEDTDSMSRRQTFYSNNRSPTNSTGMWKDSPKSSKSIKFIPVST
GPR7 antagonist = GPR7 receptor antagonists, primary screen, cell-based, fluorescence, single concentration; Neuropeptides B/W receptor type 1 (Homo sapiens), P48145; GPR7-expressing cells, fluorescence antagonist assay; inhibition, % at 4.4 µM; 1.1% of 290,000 active; AID 1861, 2009; in the data active = inhibition above about 16%, passing the limit was not always enough;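 also: cells stimulated with the agonist NPW; 0% = agonist with vehicle and 100% = vehicle without agonist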
Target sequence (P48145 whole entry, looked up): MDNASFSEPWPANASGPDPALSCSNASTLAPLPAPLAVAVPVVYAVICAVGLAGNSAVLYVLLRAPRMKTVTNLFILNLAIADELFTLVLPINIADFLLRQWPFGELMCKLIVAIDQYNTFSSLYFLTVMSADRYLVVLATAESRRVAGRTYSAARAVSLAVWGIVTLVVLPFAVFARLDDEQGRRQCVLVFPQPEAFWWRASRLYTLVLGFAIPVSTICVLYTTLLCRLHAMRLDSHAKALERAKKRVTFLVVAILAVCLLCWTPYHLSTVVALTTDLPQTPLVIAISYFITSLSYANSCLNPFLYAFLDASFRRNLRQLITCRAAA
CHO parental Ca = ATP-evoked calcium signal inhibitors, parental CHO, primary screen, counter-screen for OX1R antagonist project, cell-based, fluorescence, Fluo-8 calcium dye. AID 463079, 2010. inhibition, % at 5.6 µM. parental CHO-K1, ATP-induced calcium, Fluo-8 fluorescence. 0.63% of 330,000 active;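 active = inhibition above that plate's mean sample inhibition plus 3 SD, cut at about 26% in these data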;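 also: 0% = ATP-challenged DMSO wells and 100% = DMSO wells without ATP; some compounds past the cut are filed as inactive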
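Assay system: untransfected parental CHO cell line. Also added: ATP agonist challenge. Dosing: one dose, 5.6 µM nominal. Measured by: Fluo-8 fluorescence. Read-out: % inhibition. Benchmarks: ATP wells versus no-ATP DMSO wells. Repeats: no replicates.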
Starred values were filed as active, the others as inactive; · = not tested or not shown. Not a hit list; any-hit rate near 3.5%.

SMILES | CHO-K1 Ca antag | OXTR potentiator | CHO-K1 Ca PAM | OXTR agonist | TAAR1 antagonist | CHO-K1 Ca ag | V1R ag counter | GPR7 antagonist | CHO parental Ca
Cc1cnc(CN2CCc3c([nH]c4ccccc34)C2C2CCCCC2)[nH]1 (stereo unspecified) | -6 | 5 | 19 | 2.8 | 3 | 1.4 | 17 | 7 | -26
CC1(C)CC(=O)C2=C(C1)c1c(ccc3ccccc13)NC2c1ccc(C(=O)O)cc1 (stereo unspecified) | -6 | -2 | 12 | -0.5 | -1 | 0.7 | 0.1 | 3 | 19
O=S(=O)(c1ccc(S(=O)(=O)N(Cc2ccccc2)Cc2ccco2)cc1)N1CCCC1 | 3 | -6 | -12 | -0.9 | 2 | -0.5 | 0.3 | -2 | -12
CCC(C)c1ccccc1NC(=S)NC(=O)c1ccco1 (stereo unspecified) | -4 | -6 | -6 | -1.2 | -5 | 1.2 | -0.8 | -24 | -14
O=C(Nc1ccccc1)c1cc(C2CCCCN2S(=O)(=O)c2cccs2)on1 (stereo unspecified) | -6 | · | -4 | · | -3 | -0.1 | · | · | ·
CCN1C(=O)C(O)(CC(=O)c2ccccn2)c2ccccc21 (stereo unspecified) | -9 | -6 | 19 | 0.7 | -6 | 0.7 | -0.5 | 14 | -2
CC(=O)Cc1nsc(NC(=O)c2cn(-c3ccccc3)nc2-c2ccc(Br)cc2)n1 | 25* | -1 | -5 | 0.2 | -3 | -0.1 | 0.1 | -10 | -3
O=C(O)CCC(=O)Nc1ccccc1C(=O)NCc1ccco1 | 6 | -10 | -7 | 0.7 | -5 | 0.0 | -0.1 | -4 | -8
CCOC(=O)[C@H]1[C@H]2COc3ccc(Br)cc3[C@@H]2N2C(=O)CN(Cc3ccc(F)cc3)C(=O)[C@@]12C | -10 | -3 | 9 | -0.1 | 22 | 0.3 | 0.2 | · | -17
CCOc1ccc(/C(=N\O)C(C)NO)cc1 (stereo unspecified) | 16 | -8 | -18 | -0.8 | 10 | -0.3 | 0.7 | -7 | -4
c1ccc2oc(C3=NNC(=NC4CC4)SC3)cc2c1 | 0 | -4 | 18 | -0.9 | 11 | 0.2 | -0.5 | -2 | -10
O=C(NCCC1=CCCCC1)C(=O)c1c[nH]c2ccccc12 | -7 | 2 | 19 | -1.1 | -32 | 11 | -0.9 | -11 | -10
CCOC(=O)N1CCN(C(=O)CN(c2ccc3c(c2)OCO3)S(C)(=O)=O)CC1 | -7 | 0 | -10 | 0.7 | -1 | 0.4 | -0.1 | 12 | -5
CC(C)OC(=O)/C(C#N)=C/c1cn(Cc2ccccc2)c2ccccc12 | -6 | -10 | 12 | 0.7 | 23 | 0.8 | 1.3 | -1 | -21
O=C(NNC(=O)c1cccnc1)Nc1ccc([N+](=O)[O-])cc1 | 10 | 2 | 11 | 1.1 | -9 | 5.7 | 0.5 | -2 | -4
O=C1CC(N2CCN(Cc3ccccc3)CC2)C(=O)N1CCc1ccccc1 (stereo unspecified) | -42 | -9 | 15 | 3.0 | -9 | 4.9 | 2.8 | 11 | -20
CCC(SC1=N/C(=C/c2ccccc2)C(=O)N1c1ccccc1)C(=O)Nc1cc(C)on1 (stereo unspecified) | 0 | -5 | -12 | 0.8 | -25 | 0.2 | 0.6 | -11 | -16
Cc1ccc(-c2noc(CN(C(=O)C34CC5CC(CC(C5)C3)C4)C(C)C)n2)cc1 | -11 | 2 | 22 | -0.1 | -1 | 0.5 | 1.1 | 9 | -13
Cc1ccc2oc3c(c(=O)c2c1)C(c1cccs1)N(CCCN(C)C)C3=O (stereo unspecified) | -6 | -6 | 14 | 0.0 | · | 0.6 | 0.5 | · | -5
CC(C)n1c(SCC(=O)Nc2ccccc2N2CCCCC2)nc2c1c(=O)n(C)c(=O)n2C | -12 | 2 | 6 | 0.1 | 1 | 0.5 | 1.0 | -4 | -20
C=CCn1c(-c2cccn(Cc3ccc(Cl)cc3Cl)c2=O)n[nH]c1=S | -1 | -9 | 25 | 3.9 | 4 | 4.2 | 5.4 | -9 | -14
O=C(Nc1ccc(Cl)c(Cl)c1)c1ccc(Cn2cc(Cl)cn2)cc1 | 18 | · | -3 | · | 16 | 1.4 | · | 6 | ·
COc1cccc(CN(C)C(=O)c2cccc(S(=O)(=O)N3CCN(c4ccccc4)CC3)c2)c1OC | -9 | · | -3 | · | 11 | 12 | · | · | ·
O=C(Nc1ccnn1C1CCN(Cc2ccccc2OC(F)F)CC1)c1cccnc1 | -4 | -4 | -15 | 1.4 | -13 | 0.1 | 0.1 | -8 | -20
CN1CCN(C2=Cc3ccc(Cl)cc3Sc3ccc(F)cc32)CC1 | -1 | -3 | 2 | 3.7 | 12 | 0.4 | 1.1 | 4 | 4
N#Cc1ccccc1NC(=O)C1SC(=Nc2ccccc2)C(C(=O)Nc2ccc(Cl)cc2)=C1N (stereo unspecified) | -12 | -5 | 10 | 0.9 | -14 | 1.0 | 2.2 | -8 | 1
O=C(CSc1cccc[n+]1[O-])c1cccs1 | -10 | 1 | 14 | 0.6 | -3 | 5.9 | 0.5 | -14 | 8
CC(C)(C)[C@@H]1COC(=O)[C@@H](Cc2ccc(F)cc2)CC/C=C\C[C@@H](CC(=O)N(CCO)Cc2ccccc2)C(=O)N1 | -8 | -7 | 1 | -2.3 | 5 | -1.1 | -0.9 | · | -9
Nc1nc2c(nnn2C2CC(O)C(CO)O2)c(=O)[nH]1 (stereo unspecified) | -7 | · | 17 | · | 11 | 0.4 | · | · | ·
Cc1ccnc2nc(C(=O)Nc3nnc(CC(C)C)s3)nn12 | -10 | -12 | 19 | 0.7 | 0 | 0.3 | 0.1 | -8 | 2
COc1ccc(OC)c(S(=O)(=O)N2CCC(C(=O)NC3CCCCCC3)CC2)c1 | -17 | -3 | 12 | 1.8 | -18 | 5.2 | 6.0 | 26* | -13
Cc1n[nH]c(C)c1S(=O)(=O)NCCc1ccc(Cl)cc1 | -8 | -5 | -4 | 0.4 | 3 | 0.3 | -0.6 | -11 | 1
O=C(CNC(=O)c1ccc(Cl)cc1)NCCCn1ccnc1 | -8 | -5 | 20 | 0.7 | 8 | 0.3 | -0.3 | -7 | -4
CCC(C)NC(=O)Cn1c(=O)n(CCCC(=O)NCc2ccccc2Cl)c(=O)c2ccccc21 (stereo unspecified) | -3 | -23 | 8 | -1.4 | -14 | 0.0 | -0.2 | -9 | -17
Cc1cc(C)nc(CCNC(=O)c2cc(COc3c(C)cccc3C)on2)n1 | 2 | 0 | 12 | -1.4 | -21 | 6.7 | -0.4 | -6 | -15
COc1ccc(CNC(=O)c2ccc(NC(=O)C3CCCO3)cc2)cc1 (stereo unspecified) | 15 | -14 | -6 | 0.5 | -11 | 0.2 | 2.1 | -8 | -13
C[C@H](CO)N1C[C@H](C)[C@@H](CN(C)Cc2ccncc2)Oc2c(NS(=O)(=O)c3ccc(F)cc3)cccc2C1=O | -15 | 5 | 19 | 0.6 | 3 | 0.9 | 0.7 | · | -10
Cc1ccc(C(=O)Nc2ccccc2C(=O)NCc2ccco2)cc1S(=O)(=O)N1CCCCC1 | -3 | -10 | 22 | 0.5 | 42 | 2.9 | 0.1 | -9 | 12
CCCCOC(=O)c1ccc(NC(=O)C(CCS(C)(=O)=O)NC(C)=O)cc1 (stereo unspecified) | 4 | -7 | 5 | -0.5 | -2 | 0.0 | 0.1 | -6 | 7
O=C(OCC(=O)N1CCOCC1)c1cc(S(=O)(=O)N2CCOCC2)c(Cl)cc1Cl | -13 | 0 | 7 | 0.2 | -5 | 1.4 | 0.8 | · | 2
CCn1c(=O)c(C(=O)Nn2c(C)nc3ccccc3c2=O)c(O)c2ccccc21 | -18 | 1 | 15 | -2.2 | -13 | -0.6 | -1.3 | 1 | -12
COc1ccccc1CCn1cc(C#N)c(=O)[nH]c1=O | 6 | 2 | -15 | -0.4 | -15 | 0.2 | 0.4 | -15 | -3
O=C1NC[C@@H](CCCCN2CCN(CCc3ccc(O)cc3)C(=O)C2=O)N(CC2CCCCC2)C1=O | -10 | · | 14 | · | 3 | 7.4 | · | · | ·
OCCNc1nc(-c2ccccc2)nc2c1oc1ccccc12 | -14 | -6 | 16 | 0.3 | -11 | 2.5 | -2.0 | -10 | -23
CCCn1ncc(CN2CCC(n3nccc3NC(=O)CCc3ccccc3)CC2)c1C | -10 | 4 | 16 | 1.1 | -22 | 2.0 | 0.1 | -2 | 1
O=C(NCc1cccs1)c1ccc(CS(=O)Cc2ccccc2Cl)o1 (stereo unspecified) | -14 | -12 | -7 | 3.7 | -7 | 2.9 | 3.1 | 5 | -14
CN(c1ccccc1)S(=O)(=O)c1cccc(NC(=O)c2cccc(C#N)c2)c1 | -4 | -12 | 4 | 4.5 | 66* | 11 | 5.2 | · | 0
CCCN(C(=O)COC(=O)c1cc(CC)c(C)s1)c1c(N)n(Cc2ccccc2)c(=O)[nH]c1=O | 2 | -11 | 8 | 0.0 | -7 | 3.1 | -0.8 | · | -18
CSc1ccccc1C(=O)Nc1cccc(N(C)S(C)(=O)=O)c1 | -4 | -8 | 1 | 1.9 | -8 | 0.4 | 1.1 | -10 | -8
Nc1c(Cl)ncnc1NCc1ccccc1 | -3 | -9 | 7 | 4.3 | -1 | 8.4 | 7.2 | -13 | 2
COc1ccc(-c2nnc(SCC(=O)NCCc3ccccc3)o2)cc1 | -2 | 0 | 9 | -1.0 | -4 | 0.7 | -0.4 | -4 | -22
C=CCOc1c(Cl)cc(C2NC(=O)NC(C)=C2C(=O)OC)cc1Cl (stereo unspecified) | -21 | 2 | 27 | 0.0 | -12 | 4.0 | 0.3 | -2 | -9

A section of the results above, for reference:
SMILES | CHO-K1 Ca antag | OXTR potentiator | CHO-K1 Ca PAM | OXTR agonist | TAAR1 antagonist | CHO-K1 Ca ag | V1R ag counter | GPR7 antagonist | CHO parental Ca
Nc1c(Cl)ncnc1NCc1ccccc1 | -3 | -9 | 7 | 4.3 | -1 | 8.4 | 7.2 | -13 | 2
COc1ccc(-c2nnc(SCC(=O)NCCc3ccccc3)o2)cc1 | -2 | 0 | 9 | -1.0 | -4 | 0.7 | -0.4 | -4 | -22
C=CCOc1c(Cl)cc(C2NC(=O)NC(C)=C2C(=O)OC)cc1Cl (stereo unspecified) | -21 | 2 | 27 | 0.0 | -12 | 4.0 | 0.3 | -2 | -9
